Screens as filed in PubChem BioAssay.
ABHD5 PLIN5 PPI: ABHD5-PLIN5 interaction inhibitors, primary screen, cell lysate, split luciferase complementation, luminescence. inhibition, % at 4 µM. 0.78% of 360,000 active. Perilipin-5 (Homo sapiens) + 1-acylglycerol-3-phosphate O-acyltransferase ABHD5 (Homo …. Split G. princeps luciferase complementation, 4 h. AID 602281, 2012;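 active means inhibition above the mean inhibition across every tested compound plus 3 SD, cut at about 22% in these data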;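 further: 0% = DMSO only wells and the 100% control is not disclosed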
aDG glyco act: activators of alpha-DG glycosylation, primary screen, uHTS, Pro5-aDG cells, AlphaScreen; alpha-DG glycosylation AlphaScreen (IIH6); 0% Pro5, 100% B10-LARGE cell signal; activation, % at 10 µM; 0.22% of 360,000 active; AID 624168, 2012;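 active means activation of at least 8% versus controls, or a plate z-score of at least 8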;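 further: Pro5 are CHO cells carrying HIG-tagged alpha-DG that lacks glycosylation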
ABCB6 inh MLPCN: ABCB6 transporter inhibitors, primary screen, K562-ABCB6 cells, flow cytometry, MLPCN library; ATP-binding cassette sub-family B member 6 (Homo sapiens), Q9NP58; K562-ABCB6 porphyrin accumulation, 1 h; hits give low values; fluorescence ratio to DMSO, % at 10 µM; 0.19% of 360,000 active;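 active means fluorescence ratio to DMSO below 75%, the collection mean minus 3 SD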;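 further: signal is porphyrin accumulated inside mitochondria; 100% equals median channel fluorescence of DMSO control wells; lower ratio means ABCB6 inhibition with less porphyrin fluorescence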
Target sequence (Q9NP58 whole entry, looked up): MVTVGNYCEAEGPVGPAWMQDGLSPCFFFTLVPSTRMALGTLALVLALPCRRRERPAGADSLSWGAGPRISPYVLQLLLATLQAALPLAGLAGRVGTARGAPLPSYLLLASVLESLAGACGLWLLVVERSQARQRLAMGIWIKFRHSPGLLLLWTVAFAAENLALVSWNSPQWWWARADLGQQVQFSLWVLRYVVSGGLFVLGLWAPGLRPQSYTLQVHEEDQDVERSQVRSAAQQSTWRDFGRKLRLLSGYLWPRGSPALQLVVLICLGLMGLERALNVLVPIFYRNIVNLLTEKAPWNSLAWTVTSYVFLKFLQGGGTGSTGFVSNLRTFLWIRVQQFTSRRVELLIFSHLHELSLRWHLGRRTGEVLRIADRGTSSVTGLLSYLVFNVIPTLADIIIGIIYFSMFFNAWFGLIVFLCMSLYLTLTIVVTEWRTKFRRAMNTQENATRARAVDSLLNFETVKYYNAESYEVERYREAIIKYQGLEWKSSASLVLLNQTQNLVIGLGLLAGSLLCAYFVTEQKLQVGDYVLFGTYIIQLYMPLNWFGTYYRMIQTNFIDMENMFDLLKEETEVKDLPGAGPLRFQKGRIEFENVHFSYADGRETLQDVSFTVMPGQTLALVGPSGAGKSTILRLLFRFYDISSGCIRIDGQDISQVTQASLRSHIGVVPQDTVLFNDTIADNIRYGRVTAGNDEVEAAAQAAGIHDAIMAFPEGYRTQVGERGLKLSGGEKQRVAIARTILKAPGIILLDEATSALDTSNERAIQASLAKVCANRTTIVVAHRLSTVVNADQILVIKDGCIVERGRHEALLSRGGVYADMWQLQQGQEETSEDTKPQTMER
Exocytosis inh: LAMP-1 surface exposure blockers, TALL-104 cells – cell-based, flow cytometry, MLPCN library, primary screen; TALL-104 LAMP-1 surface exposure; cells stimulated with thapsigargin and PMA; inhibition, % at 10 µM; 0.66% of 360,000 active;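 active means inhibition above about 55%, limit read from the data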
MC4R ag barr: MC4R agonists recruiting beta-arrestin, primary screen, cell-based, luminescence, agonist arm of biased-ligand search; activation, % at 8.9 µM; 0.98% of 360,000 active; AID 540308, 2011; U2OS MC4R beta-arrestin complementation; percent of melanotan II response, DMSO zero;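 active means activation above a per-plate cutoff, the mean activation of sample wells on that plate plus 3 SD, cut at about 8% in these data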
N-glyco inh: increase of ERlucT glycosylation luciferase signal, primary screen, N-linked glycosylation inhibitor project, D54 ERlucT cells, luminescence, set 2; AID 588692, 2011; 0.23% of 360,000 active; reporter increase, % at 12.5 µM; D54 ERlucT glycosylation luciferase reporter, 24 h; percent of 100 nM tunicamycin response;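 active means mean luciferase reporter signal, scaled so untreated is 0 and the glycosylation-blocking control 100, at or above a set limit in every replicate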;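 further: luciferase carries N-glycosylation sites so blocking glycosylation raises the light; 0% = median of neutral control wells and 100% = median of 100 nM tunicamycin wells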
m5-HT2A agonist: mouse Htr2a agonists via beta-arrestin recruitment, primary screen, cell-based, luminescence; 5-hydroxytryptamine receptor 2A (Mus musculus), P35363; CHO-K1 mHTR2A beta-arrestin complementation; percent of 30 µM serotonin response; activation, % at 7.6 µM; 0.66% of 360,000 active; AID 624169, 2012;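 active means activation above a run cutoff, the mean activation of all tested compounds plus 3 SD, cut at about 14% in these data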;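 further: 0% = plate median of compound wells and 100% = 30 µM serotonin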
iPSC survival up: enhancers of single-cell hiPSC survival, primary screen, ATPlite luminescence; survival enhancement, % at 20 µM; 0.044% of 360,000 active; 100% = ROCK inhibitor wells, 0% = DMSO; in the data active means survival enhancement above about 18%;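 further: cells exposed to compounds for 16 hours before the ATP read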
Cardio protect: cardioprotection against H2O2-induced cell death, primary screen, uHTS, H9c2 cells, ATPLite luminescence | AID 588492, 2011 | protection from H2O2 cell death, % at 20 µM | 0.63% of 360,000 active | H9c2 cardiomyocytes, H2O2 injury protection, 2 h;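 active means compounds giving at least 50% protection of heart cells from peroxide-induced death in the single-dose screen, raw or plate-pattern-corrected value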;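 further: 0% = DMSO wells with peroxide and 100% = DMSO wells without peroxide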
MC4R antag cAMP: MC4R antagonists of cAMP signaling, primary screen, cell-based, TR-FRET, antagonist arm of biased-ligand search; 0.48% of 360,000 active; Melanocortin receptor 4 (Homo sapiens), P32245; inhibition, % at 6.5 µM; MC4R-expressing cells, MTII-stimulated cAMP, LANCE TR-FRET;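 active means inhibition above its plate's cutoff, the mean of tested wells on that plate plus 3 SD, cut at about 29% in these data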;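 further: 0% = Melanotan II alone and 100% = Melanotan II plus saturating MCL0020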
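Test system: U2OS cells stably expressing human melanocortin 4 receptor (MC4R); also added: Melanotan II challenge; compound: 6.5 µM single dose; timing: 30-min compound preincubation, 1-h Melanotan II challenge, 1-h detection, room temperature; signal: Eu-cAMP/anti-cAMP TR-FRET, emission 671 nm; repeats: one well per compound, no replicates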
Starred values were filed as active, the others as inactive; nt = no result given.

Second line of a record: ABHD5 PLIN5 PPI | aDG glyco act | ABCB6 inh MLPCN | Exocytosis inh | MC4R ag barr | N-glyco inh | m5-HT2A agonist | iPSC survival up | Cardio protect | MC4R antag cAMP
1) CCOc1ccc2nc(NC(=O)CSc3ccc(Cl)cc3)sc2c1
 : 1 | 0.1 | 97 | 1 | 0.8 | -1 | 0 | -0.2 | -1 | 7
2) Cc1nc2ccccc2n1CC(O)COCC1CC=CCC1 (stereo not drawn)
 : 11 | 0.8 | 93 | -2 | 1.0 | 0 | 6 | 1.4 | -24 | -2
3) Cc1ccc(C(=O)N/C(=C/c2cn(-c3ccccc3)nc2-c2ccccc2)C(=O)O)cc1
 : 14 | 0.1 | 98 | 4 | 5.0 | 0 | 3 | 1.0 | 3 | 1
4) CC[C@]12c3[nH]c4ccc(Cl)cc4c3CCN1C(=O)[C@@H](CC(=O)NCc1ccc(OC)c(OC)c1)C[C@@H]2C(=O)N1CCN(C(=O)c2ccco2)CC1
 : -2 | -0.3 | 101 | -6 | -0.9 | 1 | -3 | -2.8 | 2 | -3
5) CC(C)(CNC(=O)Cc1ccc(Cl)cc1Cl)N1CCOCC1
 : -2 | 0.0 | 89 | -10 | -1.7 | -2 | 1 | 0.4 | -1 | 4
6) CCC(C)N(C(=O)c1csnn1)C(C(=O)NC(C)(C)C)c1ccccc1 (stereo not drawn)
 : -4 | 0.4 | 101 | 0 | 1.6 | 0 | 5 | 1.3 | -2 | 10
7) COC(=O)c1ccnc(/C=N/O)c1
 : -1 | 0.0 | 105 | 0 | 1.5 | -3 | 0 | -1.2 | 1 | 2
8) O=C(/C=C/c1ccco1)Nc1nc(-c2ccccc2)cs1
 : -3 | 0.1 | 101 | 5 | -1.9 | -3 | -2 | -1.4 | 2 | 3
9) C/C(=N\NC(N)=S)C12CC3CC(CC(C3)C1)C2
 : -3 | 0.9 | 94 | 0 | -0.4 | -1 | -1 | -0.2 | -8 | -1
10) CCOC(=O)C1CCC(=O)N1Cc1c[nH]c2ccccc12 (stereo not drawn)
 : -2 | 0.6 | 100 | -5 | nt | -1 | 11 | -0.3 | 1 | nt
11) Cc1ccc(S(=O)(=O)N2C(=O)CCC2C(=O)O/N=C(\N)c2cccc([N+](=O)[O-])c2)cc1 (stereo not drawn)
 : 6 | -0.3 | 94 | 0 | -2.0 | 1 | 2 | 0.1 | 7 | 6
12) O=S1(=O)CCOC[C@H](CC2CCCCC2)N1Cc1cccc(C(F)(F)F)c1
 : -3 | 0.1 | 93 | 2 | 3.6 | -5 | 2 | 1.7 | -11 | 3
13) Cc1cc(NC(=O)NC(=O)c2ccccc2F)no1
 : 2 | -0.2 | 88 | 8 | -1.7 | -1 | 5 | -0.5 | -1 | 3
14) CCCS(=O)(=O)c1c(S(=O)(=O)CCC)c2c(N)cccn2c1C(=O)c1ccccc1
 : 3 | -0.3 | 105 | 2 | -1.4 | 0 | 0 | 1.1 | 16 | 7
15) CC1=NNC(=O)C1CCC(=O)N/N=C(/C)c1ccc([N+](=O)[O-])cc1 (stereo not drawn)
 : 6 | 0.1 | 103 | -1 | -1.4 | 1 | 4 | 0.8 | 11 | -5

Copied from the list.
entry 2 – MC4R antag cAMP: -2
entry 13 – aDG glyco act: -0.2
entry 3 – MC4R antag cAMP: 1
entry 7 – Cardio protect: 1
entry 12 – MC4R antag cAMP: 3

Full records, looked up by structure. Order of values: ABHD5 PLIN5 PPI, aDG glyco act, ABCB6 inh MLPCN, Exocytosis inh, MC4R ag barr, N-glyco inh, m5-HT2A agonist, iPSC survival up, Cardio protect, MC4R antag cAMP
`O=S1(=O)CCOC[C@H](CC2CCCCC2)N1Cc1cccc(C(F)(F)F)c1` across the screens: -3, 0.1, 93, 2, 3.6, -5, 2, 1.7, -11, 3
`CCC(C)N(C(=O)c1csnn1)C(C(=O)NC(C)(C)C)c1ccccc1` (stereo not drawn) across the screens: -4, 0.4, 101, 0, 1.6, 0, 5, 1.3, -2, 10
`Cc1nc2ccccc2n1CC(O)COCC1CC=CCC1` (stereo not drawn) across the screens: 11, 0.8, 93, -2, 1.0, 0, 6, 1.4, -24, -2

Further entries follow.
Second line of a record: ABHD5 PLIN5 PPI | aDG glyco act | ABCB6 inh MLPCN | Exocytosis inh | MC4R ag barr | N-glyco inh | m5-HT2A agonist | iPSC survival up | Cardio protect | MC4R antag cAMP
16) Cc1onc(-c2c(F)cccc2Cl)c1C(=O)ONC(=O)c1ccccc1
 : 8 | 0.0 | 104 | -4 | -1.1 | 1 | 6 | -0.2 | 4 | 2
17) CNC(=O)NC(=S)NC(=O)c1cccc(Cl)c1
 : -11 | -0.2 | 100 | 0 | -3.1 | 1 | -5 | 2.0 | 8 | 17
18) Cc1oc(-c2cccc(Cl)c2)nc1CN1CCC(C(=O)NCCCN2CC(C)CC(C)C2)CC1 (stereo not drawn)
 : 7 | 0.0 | 105 | 41 | -2.5 | -9 | 9 | -0.8 | -1 | 2
19) Cc1ccc2ncccc2c1N
 : -7 | -0.1 | 100 | -1 | -0.5 | 3 | 2 | 3.5 | 0 | -1
20) Cc1ccc(NS(=O)(=O)c2ccc(OCC(=O)NCc3ccco3)cc2)cc1
 : 16 | 0.3 | 96 | 0 | 1.8 | -7 | -3 | 2.7 | 12 | -2
21) COC(=O)c1ccc(C(=O)N(Cc2ccccc2)c2ccccc2)cc1
 : 2 | 0.3 | 95 | 6 | -0.6 | 0 | -6 | 1.8 | -5 | 0
22) COCCN(CC(=O)NC1CCCCC1)C(=O)/C=C/C(=O)c1ccc(OC)cc1O
 : 62* | -0.3 | 96 | 44 | -5.6 | -21 | -5 | 0.5 | -26 | 41*
23) Cc1nnc(NC(=O)CCC(=O)NCc2ccco2)s1
 : -2 | 0.2 | 103 | 3 | -0.5 | 2 | 1 | 2.6 | 5 | 8
24) CN(C(=O)COc1ncnc2sccc12)C1CCCCC1
 : 10 | -0.2 | 98 | -3 | -0.6 | 0 | -7 | -0.4 | 2 | 7
25) Cc1ccccc1C(=O)N1CCC(C(=O)N(CC(C)C)c2c(N)n(Cc3ccccc3)c(=O)[nH]c2=O)CC1
 : -9 | 0.4 | 100 | 1 | -1.6 | -2 | 5 | 0.1 | -7 | 12
26) COc1ccc(COC(=O)C2=C(C)NC(=O)NC2c2ccc(OC)c(OC)c2)cc1 (stereo not drawn)
 : 4 | -0.2 | 99 | 0 | 2.0 | 2 | 9 | 1.6 | 0 | -1
27) COc1ccc(S(=O)(=O)N2CCC(C(=O)NCCc3ccc(OC)c(OC)c3)CC2)cc1
 : -15 | -0.1 | 98 | -6 | 0.8 | -2 | 4 | -2.8 | 3 | 16
28) COc1ccccc1N1CCN(C(=O)Cn2nnc(-c3ccncc3)n2)CC1
 : 4 | -0.1 | 99 | 1 | -0.1 | 3 | 2 | -0.9 | 4 | 8
29) COCCCn1c(-c2cccc(Cl)c2)nc2c1c(=O)[nH]c(=O)n2Cc1ccccc1
 : -9 | 0.1 | 97 | -6 | -0.1 | -2 | 3 | 0.4 | 0 | 7
30) CC(C)(C)C(=O)NC1CC2CCCC(C1)N2C(=O)Nc1ccc(Cl)cc1 (stereo not drawn)
 : 0 | 0.0 | 103 | 7 | -2.3 | 0 | -1 | -0.3 | 5 | 6

Sorted by value in ABCB6 inh MLPCN (largest number first): 3 of the compounds above.
item	mol	ABCB6 inh MLPCN
18	Cc1oc(-c2cccc(Cl)c2)nc1CN1CCC(C(=O)NCCCN2CC(C)CC(C)C2)CC1 (stereo not drawn)	105
25	Cc1ccccc1C(=O)N1CCC(C(=O)N(CC(C)C)c2c(N)n(Cc3ccccc3)c(=O)[nH]c2=O)CC1	100
27	COc1ccc(S(=O)(=O)N2CCC(C(=O)NCCc3ccc(OC)c(OC)c3)CC2)cc1	98

(list continues)
Second line of a record: ABHD5 PLIN5 PPI | aDG glyco act | ABCB6 inh MLPCN | Exocytosis inh | MC4R ag barr | N-glyco inh | m5-HT2A agonist | iPSC survival up | Cardio protect | MC4R antag cAMP
31) O=C(Nc1cccc(-c2nc3ccccc3[nH]2)c1)c1ccc(C(=O)Nc2cccc(-c3nc4ccccc4[nH]3)c2)cc1
 : 3 | 0.0 | 93 | -11 | 3.9 | 0 | -2 | 0.0 | 49* | 12
32) CC(C)(C)c1csc(N/N=C/c2cccnc2)n1
 : -4 | -0.1 | 90 | 1 | -1.3 | 2 | -4 | -0.7 | -5 | -3
33) Cc1ccc(C)c(N2CCN(C(=O)CCCOc3cc(=O)n(C)c4ccccc34)CC2)c1
 : 6 | -0.1 | 97 | 2 | 12* | 13 | 5 | -0.6 | 6 | 4
34) COC(=O)[C@]1(C)N[C@H](CN(C)C(=O)c2ccc(F)cc2)[C@@H]2C(=O)N(Cc3ccccc3)C(=O)[C@@H]21
 : -2 | 0.0 | 101 | 2 | -2.7 | 2 | -3 | -1.9 | -2 | 5
35) Cc1nc2ccccn2c1C(=O)CSc1ccccc1Cl
 : 10 | 0.3 | 87 | -2 | 1.6 | -6 | 2 | 2.0 | -7 | -5
36) Cc1cc(C)nc(NC(=O)c2cccc(Br)c2)n1
 : -3 | 0.3 | 96 | -4 | 1.3 | 3 | 0 | -0.3 | 7 | -3
37) O=[N+]([O-])c1ncccc1OCc1ccc(-c2ccccc2)cc1
 : -6 | 0.2 | 115 | 86* | 1.5 | 0 | -5 | 0.0 | -8 | 4
38) O=C(O)c1ccccn1
 : 7 | -0.2 | 100 | -4 | 0.0 | 1 | -3 | 0.3 | 11 | 3
39) CCCCCCCCC(=O)NC(NC(=S)N1CCOCC1)C(Cl)(Cl)Cl (stereo not drawn)
 : -13 | 0.1 | 100 | -5 | 2.4 | -3 | -3 | -0.9 | -18 | 1
40) COc1ccc(-c2ccc(CN3C(C(C)C)C(=O)N(Cc4cn(CC5CCCCC5)nn4)CCS3(=O)=O)cc2)cc1 (stereo not drawn)
 : 9 | -0.2 | 97 | 5 | -1.8 | -7 | 4 | 0.6 | -17 | 5
41) CCc1nc2ccccc2c(C(=O)OCC(=O)Nc2ccc(NC(C)=O)cc2)c1C
 : 3 | 0.7 | 96 | -15 | 0.8 | 0 | -9 | -0.3 | 5 | 5
42) O=C(C[n+]1cc(-c2ccc(Cl)c(Cl)c2)n2c1CCC2)c1cccs1
 : 5 | -0.2 | 97 | 3 | -0.7 | 1 | 0 | -0.6 | -6 | -2
43) OC(CSc1ccccc1Cl)CN1CCN(c2ccc(F)cc2)CC1 (stereo not drawn)
 : -1 | 0.2 | 97 | -3 | 5.2 | 1 | -2 | -1.0 | -5 | 6
